Screening data (PubChem)
aSyn rescue: inhibitors of alpha-synuclein toxicity in yeast. Yeast expressing alpha-synuclein, growth rescue, BacTiter-Glo, 24 h. Potency, µM (doses to about 46.1 µM), for the others: top-dose growth rescue (activation), most hits filed as activators. 0.14% of 370,000 active. AID 652106; further: % of control where 0% means no effect; nearly all actives have a fitted effect of over 65% in size
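Screening used galactose-induced yeast with toxic alpha-synuclein levels, exposed to compound for 24 hr at 30 deg C. Cell growth, read with BacTiter-Glo luminescence, gave the measured signal.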
FUS suppressor: rescues growth of FUS-expressing yeast; S. cerevisiae FUS-expressing, growth rescue, OD600, 24 h; Potency, µM (highest dose often 76.6 µM), for inactives: at the top dose growth rescue (activation), usual class: activators; 0.24% of 390,000 active; AID 1347120;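 further: plate controls were DMSO vehicle for no effect and reference control for full effect; nearly all actives have a fitted effect of over 55% in size; some results filed as inactive show a strong effect at the top dose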
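Compound concentration series was pinned onto galactose-induced FUS-expressing yeast seeded at OD 0.005. Plates sat 24hr at 30C; absorbance at 600 nm gave growth. DMSO served as background control.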
EPAC1 agonist: EPAC1 (human) agonism; O95398; EPAC1 agonist qHTS, biochemical assay; response scale: 100% = response to 6.5 mM cAMP; Potency, µM (top dose mostly 154 µM), for inactives: at the highest dose activation, usual class: activators; 0.073% of 360,000 active; further: nearly all actives have a fitted effect of over 60% in size
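Fluorescent GDP-exchange assay: 100 nM EPAC1 with 250 nM Rap1B preloaded with BODIPY-GDP and 50 uM GDP; compounds tested as concentration series, 5 min at room temperature, then read every 5 min for 30 min (ex 480/em 540 nm); normalized to 6.5 mM cAMP.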
EPAC2 agonist: EPAC2 (human) agonism; EPAC2 activation, biochemical qHTS; response scale: 100% = 6.5 mM cAMP response; Potency, µM (titrated, usually from 154 µM), for the others: at the top dose activation, actives largely listed as activators; 0.079% of 360,000 active; AID 720711; further: nearly all actives have a fitted effect of over 50% in size
Target sequence (Q8WZA2 whole entry, looked up): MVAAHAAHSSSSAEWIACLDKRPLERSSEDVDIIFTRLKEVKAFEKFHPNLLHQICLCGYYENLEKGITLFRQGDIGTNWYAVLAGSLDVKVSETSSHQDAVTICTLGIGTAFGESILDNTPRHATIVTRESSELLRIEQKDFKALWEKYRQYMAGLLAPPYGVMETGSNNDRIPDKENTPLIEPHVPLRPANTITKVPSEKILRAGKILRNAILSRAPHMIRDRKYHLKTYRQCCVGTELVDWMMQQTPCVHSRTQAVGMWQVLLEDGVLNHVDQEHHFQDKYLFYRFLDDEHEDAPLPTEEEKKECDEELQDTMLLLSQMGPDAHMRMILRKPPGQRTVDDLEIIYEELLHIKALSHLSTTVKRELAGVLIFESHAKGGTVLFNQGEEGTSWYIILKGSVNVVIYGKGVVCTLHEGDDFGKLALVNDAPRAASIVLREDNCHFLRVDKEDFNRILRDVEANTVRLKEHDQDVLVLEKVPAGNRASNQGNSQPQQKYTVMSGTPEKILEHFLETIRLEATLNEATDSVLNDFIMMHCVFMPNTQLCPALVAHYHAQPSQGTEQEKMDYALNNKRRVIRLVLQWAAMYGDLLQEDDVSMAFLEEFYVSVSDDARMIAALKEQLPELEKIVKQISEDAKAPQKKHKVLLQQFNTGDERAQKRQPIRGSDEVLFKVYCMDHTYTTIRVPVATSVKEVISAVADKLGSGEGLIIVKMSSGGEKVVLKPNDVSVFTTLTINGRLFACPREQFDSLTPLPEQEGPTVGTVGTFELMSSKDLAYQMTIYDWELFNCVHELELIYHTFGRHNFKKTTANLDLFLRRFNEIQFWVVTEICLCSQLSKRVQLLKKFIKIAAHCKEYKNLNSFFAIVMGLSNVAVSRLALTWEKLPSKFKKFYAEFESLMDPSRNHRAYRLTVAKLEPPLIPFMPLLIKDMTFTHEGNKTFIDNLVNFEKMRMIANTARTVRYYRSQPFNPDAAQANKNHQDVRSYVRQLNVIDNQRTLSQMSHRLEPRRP
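qHTS, titration series. 100 nM EPAC2 / 250 nM Rap1B-BODIPY-GDP / 50 uM GDP; RT; ex 480/em 540 nm, 5-min reads to 30 min. Norm. to 6.5 mM cAMP = activation.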
EPAC2 antagonist: blocks human EPAC2 exchange factor. Q8WZA2. EPAC2 GEF exchange of Rap1B-BODIPY-GDP, fluorescence. Potency, µM (highest dose often 114 µM), for the others: top-dose activity, negative = inhibition, most hits filed as inhibitors. 0.18% of 360,000 active. AID 720708; further: on the % scale 0 is the no-effect control and ±100 the full control effect; nearly all actives have a fitted effect of over 45% in size; many of its hits are not listed in these tables
EPAC1 antag: blocks human EPAC1 exchange factor. O95398. EPAC1 GEF assay, Rap1b-BODIPY-GDP exchange fluorescence. Potency, µM (series often up to 115 µM), for the others: at the top dose activity change, negative = inhibition, actives largely listed as inhibitors. 0.14% of 360,000 active. AID 720709;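 further: plate controls were vehicle for no effect and positive control for full effect; nearly all actives have a fitted effect of over 50% in size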
TDP43 rescue: TDP-43 toxicity inhibition in yeast; Potency, µM (series often up to 46.1 µM), inactives show top-dose growth rescue (activation), usual class: activators; 1.8% of 410,000 active; AID 652104; TDP-43 expressing yeast growth rescue, BacTiter-Glo, 24 h; further: % of control where 0% means no effect; nearly all actives have a fitted effect of over 50% in size
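Growth rescue of TDP-43-toxic yeast measured as ATP luminescence (BacTiter-Glo). Cells grown to mid-log in raffinose, induced in galactose at OD600=0.02, exposed to compound 24 hr at 30 deg C.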
PTHR1 agonist: activates the human parathyroid hormone receptor PTHR1 | Potency, µM (series often up to 115 µM), without a hit: top-dose activation, usual class: activators | Q03431 | 0.075% of 410,000 active | HEK293 GP2 PTHR1 cells, GloSensor cAMP luminescence, 1 h; further: nearly all actives have a fitted effect of over 55% in size; some results filed as inactive show a strong effect at the top dose; inactives centre near -15; many of its hits are not listed in these tables
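HEK-293-derived GP2 cells expressing PTHR1 and a GloSensor cAMP reporter, 3,000/well, plated overnight, given luciferin plus IBMX (each 0.5 mM as added) for 1 h at 37 °C, then compound for 1 h at 37 °C. Luminescence was read after 15 min at room temperature.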
* = called active by the depositor; i = inactive; ? = inconclusive; . = no result given; [ ] = dose if it differs, or a comment. The call rests on the fitted dose curve; in most records, active means well fitted curve in the direction sought with a large enough effect; inconclusive means small, poorly fitted or top-dose-only effect, or another doubt; inactive means no such curve, though single readings can be large; an effect the other way counts as inactive or inconclusive. Potency means the concentration at half of the fitted maximal effect. This is a subset. The share of hits here may be higher or lower than overall.

Under each structure: aSyn rescue	FUS suppressor	EPAC1 agonist	EPAC2 agonist	EPAC2 antagonist	EPAC1 antag	TDP43 rescue	PTHR1 agonist
Cc1ccc(C)c(N2CN(Cc3cccnc3)CNC2=S)c1
 : -3%	.	8%	7%	0%	-18%	8%	i
O=C(O)c1cn(Cc2ccccc2Cl)c2ccc(S(=O)(=O)N3CCOCC3)cc2c1=O
 : 1%	-3%	3%	5%	3%	-14%	-1%	i
CC(C)(C)OC(=O)C[C@H]1C/C=C\C[C@@H](CC(=O)N(CCO)Cc2ccccc2)C(=O)N[C@H](Cc2ccccc2)COC1=O
 : 10%	31%	-5%	-14%	14%	6%	0%	-13%
Cc1ccc(C(=O)COC(=O)c2n[nH]c(=O)c3ccccc23)cc1
 : -5%	-33%	2%	-8%	-6%	-7%	?	-10%
Cn1c(O)c(N=NC(=O)Cc2c[nH]c3ccccc23)c2ccccc21
 : 0%	.	6%	0%	-5%	-13%	18%	0%
C=CCSc1nc2ccccc2c(=O)n1C1CCOC(C)(C)C1 (stereo not drawn)
 : 1%	30%	-2%	7%	?	-4%	-23%	-26%
Cc1ccccc1Cn1cc(C)c(=O)[nH]c1=O
 : -9%	3%	5%	7%	-6%	-3%	5%	i
Cc1ccc(Cl)c(NC(=O)CN2C(=O)C(C)N(c3ccc(F)cc3)C2=O)c1Cl (stereo not drawn)
 : -3%	16%	5%	20%	-3%	-2%	23%	i
CCOC(=O)c1c(NC(=O)Cc2ccccc2)sc2c1CCN(CC)C2
 : ?	-18%	0%	6%	0%	-4%	14%	-21%
Cc1cccc(C)c1NS(=O)(=O)c1ccc2c(c1)C(=O)c1ccccc1C2=O
 : -9%	.	5%	14%	-6%	-9%	8%	i
Cc1nc2c(=O)n(-c3ccc(F)c(Cl)c3)nc(C)c2s1
 : 12%	-14%	0%	3%	1%	14%	?	-8%
CC(CCc1ccccc1)NC(=O)C1CCN(C(=O)c2sccc2-n2cccc2)CC1 (stereo not drawn)
 : 0%	20%	-10%	-2%	4%	?	18%	-28%
COc1ccc(C)cc1NS(=O)(=O)c1ccc(Cl)nc1
 : 3%	-15%	-4%	2%	3%	12%	8%	-14%
Cc1ccc(NC(=O)COc2coc(CN3c4ccccc4CC3C)cc2=O)c(C)c1 (stereo not drawn)
 : 8%	39%	7%	-6%	5%	3%	?	-34%[inhibitor]
Fc1ccc(CNC(=S)Nc2ccc(Cl)cc2)cc1
 : 0%	-23%	-1%	-4%	-11%	3%	?	-26%[57.5 µM]
CC(C)(C)OC(=O)N[C@@H](Cc1ccccc1)C(=O)N1CCC(C(=O)N[C@@H](CCC(N)=O)C(=O)O)CC1
 : -5%	-14%	-6%	2%	13%	-5%	-8%	i
COc1ccc(N(CC(=O)Nc2ccccc2SC)S(C)(=O)=O)cc1OC
 : .	-9%	4%	8%	-5%	0%	-4%	i
O=C(Nc1cccc(F)c1)C1CCCN1C(=O)OCc1ccccc1 (stereo not drawn)
 : 7%	4%	-1%	10%	3%	6%	1%	i
CCOC(=O)c1nn(-c2ccc(F)cc2)c2c1CC/C2=C/c1ccccc1
 : -2%	5%	10%	7%	-5%	8%	21%	i
O=C(c1cc(-c2cccs2)nc2ccccc12)N1CCN(S(=O)(=O)c2cccc(F)c2)CC1
 : 5%	?	12%	16%	-5%	-1%	-5%	-9%[57.5 µM]

Molecules shown so far with a COOH group (two):
Under each structure: aSyn rescue	FUS suppressor	EPAC1 agonist	EPAC2 agonist	EPAC2 antagonist	EPAC1 antag	TDP43 rescue	PTHR1 agonist
O=C(O)c1cn(Cc2ccccc2Cl)c2ccc(S(=O)(=O)N3CCOCC3)cc2c1=O
 : 1%	-3%	3%	5%	3%	-14%	-1%	i
CC(C)(C)OC(=O)N[C@@H](Cc1ccccc1)C(=O)N1CCC(C(=O)N[C@@H](CCC(N)=O)C(=O)O)CC1
 : -5%	-14%	-6%	2%	13%	-5%	-8%	i

(list continues)
Under each structure: aSyn rescue	FUS suppressor	EPAC1 agonist	EPAC2 agonist	EPAC2 antagonist	EPAC1 antag	TDP43 rescue	PTHR1 agonist
CCCCC1=CC2=C(c3ccco3)C(=O)C(C)(OC(=O)c3ccc(OC)cc3)C(=O)C2=CN1CC(C)C (stereo not drawn)
 : 8%	17%	12%	1%	-12%	7%	5%	-4%
COc1cccc(OC)c1Oc1ccc(C(F)(F)F)cn1
 : 2%	12%	0%	8%	7%	3%	-7%	3%[57.5 µM]
CCn1cnc2c1c(=O)n(CC(=O)OC)c(=O)n2Cc1ccccc1
 : -5%	-11%	7%	12%	1%	4%	-2%	-4%
CS(=O)(=O)c1ccc(C(=O)NC2CCCc3ccccc32)cc1 (stereo not drawn)
 : 3%	-37%	-4%	5%	13%	3%	20%	i
O=C(CSc1ccccc1)Nc1ccncc1
 : -2%	4%	5%	5%	7%	5%	8%	i
CC(CNC(=O)CCCn1ncn2c(cc3occc32)c1=O)c1ccccc1 (stereo not drawn)
 : 1%	6%	8%	6%	1%	-7%	-2%	21%
CCc1ccc2[nH]c(O)c(N=NC3=NC(=O)CS3)c2c1
 : -4%	21%	-2%	1%	-3%	-13%	-11%	-45%[inhibitor]
Cc1ccc(N2CC(C(=O)Nc3ccc(S(=O)(=O)N4CCOCC4)cc3)CC2=O)cc1Cl (stereo not drawn)
 : -1%	13%	7%	-5%	-9%	-6%	-26%	i
c1ccc(N2N=C(c3cccs3)CC2c2ccco2)cc1 (stereo not drawn)
 : -1%	-14%	24%	18%	-1%	-9%	20%	-8%[57.5 µM]
Cc1cccc(-n2ncc3c(N)ncnc32)c1
 : -4%	17%	3%	11%	1%	-10%	29%	-12%[57.5 µM]
COc1ccc([C@H]2CC(=O)C=C(c3cc(F)ccc3OC)C2)cc1
 : 8%	25%	16%	4%	?	-16%	?	-17%
O=C(NNc1c(F)c(F)cc(F)c1F)c1ccc(Cl)nc1
 : 8%	-33%	4%	3%	11%	8%	-8%	i
O=C(CS(=O)(=O)c1cn(CC(=O)N2CCOCC2)c2ccccc12)Nc1ccccc1F
 : 1%	1%	-5%	-1%	10%	0%	-4%	i
O=C(NC(=O)N1CCCCC1)c1ccccc1
 : 0%	-29%	0%	2%	6%	10%	-4%	-22%
COCCn1c(COc2ccc(C)cc2)nc2ccccc21
 : 10%	6%	-1%	-4%	-12%	-4%	6%	-3%[57.5 µM]
Cc1ccc(C)c(NC(=S)NNC(=O)c2csc(C)c2C)c1
 : -15%	-13%	-3%	-2%	13%	10%	20%	-23%
COc1ccc(NC(=O)C2CCCN2C(=O)NC2CCCCC2)c(OC)c1 (stereo not drawn)
 : 5%	-25%	6%	8%	5%	4%	-2%	i
O=C(NCCc1nnc2ccc(SCC(=O)N3CCOCC3)nn12)c1ccccc1
 : 5%	-9%	1%	-3%	8%	25%	9%	i
CC1CCCCC12NC(=O)N(CC(=O)N(C)Cc1nc3ccccc3c(=O)[nH]1)C2=O (stereo not drawn)
 : 2%	-4%	3%	2%	9%	-14%	20%	i
CN(CC(=O)Nc1ccccc1C(F)(F)F)C(=O)Cn1c(=O)oc2ccccc21
 : 0%	-14%	-1%	-2%	11%	8%	25%	-4%
CCOC(=O)C1(C)CCN1C(=O)c1ccc(F)c(Cl)c1 (stereo not drawn)
 : -2%	-3%	-15%	-2%	3%	1%	19%	-20%
CN(CCO)S(=O)(=O)c1ccc2c(c1)C(=NO)c1cc(S(=O)(=O)N(C)CCO)ccc1-2
 : -1%	18%	-6%	7%	0%	-3%	-19%[1.82 µM]	i
O=C(COc1ccc(/C=N/NC(=O)C(=O)N2CCCCCC2)cc1)Nc1ccccc1Cl
 : 1%	.	6%	0%	-10%	-29%	4%	-34%
OCc1ccc2c(c1)c(-c1ccc3c(c1)OCCO3)c(-c1ccccc1)n2-c1ccccc1
 : 12%	43%	-12%	12%	3%	3%	17%	-8%
COC(=O)c1c(C)oc(C)c1S(=O)(=O)NCc1ccco1
 : -2%	-2%	-1%	14%	-5%	-24%	3%	i
COc1ccc(S(=O)(=O)N2CCCC(C(=O)NCc3ccc4c(c3)OCO4)C2)cc1 (stereo not drawn)
 : -8%	17%	4%	8%	-12%	-5%	-2%	-5%
Cc1ccc(CNc2ccc(CNc3ncn[nH]3)cc2)cc1
 : 9%	27%	7%	12%	-1%	0%	-6%	i
COc1ccc(N2CCN(C(=O)CSc3nnc(COc4cccc5cccnc45)o3)CC2)cc1
 : 9%	28%	2%	4%	3%	8%	-11%	i
COc1cc(OC)cc(C(=O)Nc2ccccc2-c2nnn(CC(N)=O)n2)c1
 : 1%	15%	10%	0%	-6%	-18%	-1%	-5%

Entries above containing two or more sulfur atoms, in the order listed:
Under each structure: aSyn rescue	FUS suppressor	EPAC1 agonist	EPAC2 agonist	EPAC2 antagonist	EPAC1 antag	TDP43 rescue	PTHR1 agonist
COc1ccc(N(CC(=O)Nc2ccccc2SC)S(C)(=O)=O)cc1OC
 : .	-9%	4%	8%	-5%	0%	-4%	i
O=C(c1cc(-c2cccs2)nc2ccccc12)N1CCN(S(=O)(=O)c2cccc(F)c2)CC1
 : 5%	?	12%	16%	-5%	-1%	-5%	-9%[57.5 µM]
Cc1ccc(C)c(NC(=S)NNC(=O)c2csc(C)c2C)c1
 : -15%	-13%	-3%	-2%	13%	10%	20%	-23%
CN(CCO)S(=O)(=O)c1ccc2c(c1)C(=NO)c1cc(S(=O)(=O)N(C)CCO)ccc1-2
 : -1%	18%	-6%	7%	0%	-3%	-19%[1.82 µM]	i

In the list so far, 2 have a tert-butyl group.
Under each structure: aSyn rescue	FUS suppressor	EPAC1 agonist	EPAC2 agonist	EPAC2 antagonist	EPAC1 antag	TDP43 rescue	PTHR1 agonist
CC(C)(C)OC(=O)C[C@H]1C/C=C\C[C@@H](CC(=O)N(CCO)Cc2ccccc2)C(=O)N[C@H](Cc2ccccc2)COC1=O
 : 10%	31%	-5%	-14%	14%	6%	0%	-13%
CC(C)(C)OC(=O)N[C@@H](Cc1ccccc1)C(=O)N1CCC(C(=O)N[C@@H](CCC(N)=O)C(=O)O)CC1
 : -5%	-14%	-6%	2%	13%	-5%	-8%	i
